# TNAP inh hi DEA: blocks human TNAP under high phosphate acceptor concentration. AID 1135. hit rate 0.03% among 200,000. inhibition, % at 20 µM. purified TNAP, CDP-star luminescence, 1 M DEA;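 active = over 50% inhibition of tissue-nonspecific alkaline phosphatase at 20 µM in the single-dose screen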;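 note: plate controls were DMSO wells for no effect and EDTA-quenched wells as full inhibition for full effect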
# Target sequence (P05186 whole entry, looked up): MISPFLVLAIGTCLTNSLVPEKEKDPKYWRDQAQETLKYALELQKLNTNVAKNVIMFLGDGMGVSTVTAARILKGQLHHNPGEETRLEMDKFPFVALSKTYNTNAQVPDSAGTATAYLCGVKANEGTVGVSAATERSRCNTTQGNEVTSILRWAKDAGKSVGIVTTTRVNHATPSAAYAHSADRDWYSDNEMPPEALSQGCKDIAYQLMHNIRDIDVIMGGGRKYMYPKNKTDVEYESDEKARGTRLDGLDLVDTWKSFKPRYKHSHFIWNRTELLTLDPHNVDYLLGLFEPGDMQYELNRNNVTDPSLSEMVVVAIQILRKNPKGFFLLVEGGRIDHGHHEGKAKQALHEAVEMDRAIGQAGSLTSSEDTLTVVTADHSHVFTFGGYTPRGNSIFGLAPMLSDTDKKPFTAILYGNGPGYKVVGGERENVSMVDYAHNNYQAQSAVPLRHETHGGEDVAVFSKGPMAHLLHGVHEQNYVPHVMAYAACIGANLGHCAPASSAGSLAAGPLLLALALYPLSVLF
# TNAP act hiacc: TNAP (human) activation, high acceptor; AID 1136; purified TNAP, CDP-star luminescence, 1 M DEA, 30 min; stronger effect = higher value; 0 = EDTA background, 1 = DMSO-only activity; activation factor at 20 µM; P05186; 200,000 tested, under 10 active;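 active = activation factor at least 2 at 20 µM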
#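 Dosing: 20 µM single point. System: human TNAP. Amount: TNAP 1/800 final. Incubation: 30 min, room temperature. Read-out: TNAP activation factor scaled between EDTA and DMSO control wells. Signal: luminescence from CDP-star hydrolysis. Medium: 1 M DEA, pH 9.8, Mg2+, Zn2+. Control set: EDTA negative control, DMSO positive control.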
# PMI act hi M6P: activators of human phosphomannose isomerase at near-saturating mannose 6-phosphate; P34949; coupled PMI enzyme assay, resazurin fluorescence, 20 min; stronger effect = higher value; 1 = untreated enzyme, 0 = substrate-free blank; activation factor at 20 µM; hit rate 0.34% among 190,000; AID 1216;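 active = activation factor of 2 or more at 20 µM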
# Target sequence (P34949 whole entry, looked up): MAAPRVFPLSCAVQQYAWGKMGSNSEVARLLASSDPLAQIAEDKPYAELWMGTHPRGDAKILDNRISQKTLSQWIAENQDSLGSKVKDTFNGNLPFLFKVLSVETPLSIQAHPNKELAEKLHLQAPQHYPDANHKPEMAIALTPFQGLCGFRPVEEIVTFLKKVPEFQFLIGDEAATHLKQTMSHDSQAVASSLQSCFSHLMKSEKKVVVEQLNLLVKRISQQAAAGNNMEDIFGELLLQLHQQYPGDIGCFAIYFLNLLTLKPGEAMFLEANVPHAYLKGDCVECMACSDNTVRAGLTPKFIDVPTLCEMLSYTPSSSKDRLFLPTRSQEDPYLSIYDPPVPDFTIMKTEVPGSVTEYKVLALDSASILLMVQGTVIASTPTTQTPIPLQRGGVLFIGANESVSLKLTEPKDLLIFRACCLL
#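 Test system: human phosphomannose isomerase with PGI, G6PDH, diaphorase coupling enzymes / Doses: 20 µM compound, 1% DMSO / Times: enzyme reaction with compound 20 min at room temperature / Measured by: Diaphorase-driven resazurin-to-resorufin fluorescence, excitation 544, emission 590 nm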
# APP 5'UTR act: APP 5'UTR luciferase reporter activation; SH-SY5Y APP 5'UTR luciferase reporter, luminescence; zero percent = DMSO vehicle wells; activation, % at 2 µM; hit rate 1% among 190,000;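 active = activation above a set limit, based on mean plus 3 SD of controls, cut at about 140% in these data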; note: values of inactives mirror those of a sister screen read the other way
# FLuc stim CS: affects firefly luciferase, flagging false hits in luciferase stimulation screens | P08659 | ATPlite luciferase biochemical, luminescence, 10 min; 0 = ATP-free wells, 1 = DMSO control | activation factor at 10 µM | 200,000 tested, under 10 active | AID 1027;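 active = luciferase activation factor, scaled between plate controls, of at least 2 with compound at 10 µM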
#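 System: luciferase plus luciferin reagent, cell-free; medium: PBS as buffer for the ATP substrate; dosing: test compounds dosed from 2 mM stocks in 100% DMSO; timing: 10 min post-reagent at room temperature; measured by: luminescence measurement of luciferase light output; evaluation: luciferase activation, seen as luminescence increase over controls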
# NF-kB neuron act: NF-kB expression increase, human neuronal cells. fold change at 12.5 µM. NF-kB reporter expression; stronger effect = higher value. hit rate 1.6% among 190,000; in the data active = fold change above about 3.3
# FLuc inhib CS: inhibits firefly luciferase, flagging false hits in luciferase inhibition screens. inhibition, % at 10 µM. ATPLite firefly luciferase biochemical luminescence, 10 min. hit rate 1.5% among 200,000. AID 1006;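 active = inhibition above about 50% when tested at 10 µM, limit read from the data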
# bIAP act: increases bovine intestinal alkaline phosphatase activity; activation factor at 20 µM; hit rate 0.17% among 200,000; purified bovine IAP, CDP-star luminescence, 30 min; stronger effect = higher value; fold of DMSO-control signal, blank-subtracted; AID 1016;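 active = activation factor of 2 or more at 20 µM, a signal rise over negative controls twice the positive control's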
# TNAP inh noacc: blocks human TNAP activity with no phosphate acceptor present; P05186; purified TNAP, CDP-star luminescence, 30 min; inhibition, % at 20 µM; hit rate 0.26% among 200,000;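 active = tissue-nonspecific alkaline phosphatase inhibition above about 50% at 20 µM in the single-dose screen, limit read from the data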;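 note: 0% = DMSO negative control and 100% = EDTA positive control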
# PMI activator: activators of human phosphomannose isomerase; activation factor at 20 µM; purified human PMI, coupled resazurin fluorescence, 20 min; stronger effect = higher value; 1 = vehicle control, 0 substrate-free wells; hit rate 0.005% among 190,000;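 active = activation factor of 2 or more at 20 µM, relative to plate controls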
# Starred values were filed as active, the others as inactive; x = no result given. Compounds as they come. Share with any hit: about 3.6%.
# Start of the data: the first 3 records as a preview:
TNAP inh hi DEA,TNAP act hiacc,PMI act hi M6P,APP 5'UTR act,FLuc stim CS,NF-kB neuron act,FLuc inhib CS,bIAP act,TNAP inh noacc,PMI activator,SMILES
0,1,0.9,7,1,1.2,-2,0.7,-8,1,C=CC[n+]1c(-c2ccc(OC)cc2)csc1NNC(=O)Nc1ccccc1
2,1,1,-14,0.9,0.74,8,1,-4,0.9,CCOc1ccc(-c2cc(CCCC(=O)NCCc3ccccc3)no2)cc1
4,1,0.9,-21,1,0.92,-4,1,-3,1,COC(=O)c1ccc(N(C(=O)CNC(=O)c2ccco2)C(C(=O)NC2CCCC2)c2ccco2)cc1 (stereo not given)

# The whole of this part, from the first entry:
TNAP inh hi DEA,TNAP act hiacc,PMI act hi M6P,APP 5'UTR act,FLuc stim CS,NF-kB neuron act,FLuc inhib CS,bIAP act,TNAP inh noacc,PMI activator,SMILES
0,1,0.9,7,1,1.2,-2,0.7,-8,1,C=CC[n+]1c(-c2ccc(OC)cc2)csc1NNC(=O)Nc1ccccc1
2,1,1,-14,0.9,0.74,8,1,-4,0.9,CCOc1ccc(-c2cc(CCCC(=O)NCCc3ccccc3)no2)cc1
4,1,0.9,-21,1,0.92,-4,1,-3,1,COC(=O)c1ccc(N(C(=O)CNC(=O)c2ccco2)C(C(=O)NC2CCCC2)c2ccco2)cc1 (stereo not given)
1,1,0.9,6,1,1.2,-4,1,-5,1,Cc1cccc(-n2ccnc2SCC(=O)Nc2nccs2)c1C
-1,1,0.7,0,1,1.1,1,1,-4,0.8,COc1ccc(-n2cnc3cc(NCc4ccccn4)ccc32)cc1
-6,1.1,1,-5,1.1,1,-6,1,-15,1,CC(=O)N1CCN(C(=O)CNc2cc(C(F)(F)F)ccc2OCC(F)(F)F)CC1
-5,1,1.1,14,0.9,1.1,5,1,-10,1,O=C1C2C3C=CC(C3)C2C(=O)N1c1ccc2ccccc2n1 (stereo not given)
-3,1,0.9,171*,0.6,x,35,1,-9,1.1,COc1ccc(C2(C)NC(=O)N(CC(=O)Nc3ccc(-c4nc5ccc(C)cc5s4)cc3)C2=O)cc1 (stereo not given)
0,1,0.9,21,1,0.75,-1,1,-2,0.9,Clc1ccc(Cn2c(-c3cccnc3Cl)nc3ccccc32)cc1
-2,1,1.1,-2,1.1,1.1,-6,0.9,-9,1,CC(C)Oc1ccc(C(=O)NC(C)(C)CO)cc1
-2,1,1,17,1.1,0.98,-7,1,-5,1,O=C1CCC(=O)N1OCCOc1ccc(Cl)c2ccccc12
-4,1,1,-4,1,0.79,0,1.1,-17,1,Cc1cc(C)n(-c2nc(NCC(C)O)c3c4c(sc3n2)CCCC4)n1 (stereo not given)
-8,1.1,1,-8,1.1,0.97,-8,1,-10,1,CSc1nnc2n(-c3ccccc3)c(=O)c3c4c(sc3n12)CCC4
-6,1.1,1,-11,1,0.98,-4,0.9,-6,0.9,Cc1ccc(C(=O)OCC(=O)N2CC(=O)Nc3ccccc32)s1
-4,1,1.1,-3,1,1.2,-3,1,-4,1,CCOc1ccc(N(CC(=O)NCc2ccco2)S(C)(=O)=O)cc1
-1,1,1,-9,1,0.8,-4,1.1,-10,1,Cc1cc(C)nc(/N=C(\N)N(Cc2ccccc2)Cc2ccccc2)n1
1,1,1,1,1,1.1,-2,1.1,-10,0.9,CCn1ncc(Br)c1C(=O)Nc1ccc(Cl)cn1
-1,1,0.9,-3,1,0.69,-4,1,-6,0.9,O=C(Cn1ccc2ccccc2c1=O)NCCC(=O)N1CCN(c2cccc(C(F)(F)F)c2)CC1
-3,1,0.5,-4,1,1.1,2,1.2,-12,0.8,CCOc1cc(N2CCOCC2)c(OCC)cc1NC(=O)CSc1ncccn1
-1,1,1,-13,1,1.3,-2,1.2,-7,1,CN(C)S(=O)(=O)c1ccc(C(=O)NCC2(N3CCCCC3)CCCCC2)cc1
-3,1,1,x,1,1.2,-4,0.9,-8,1,CC(C)NC(=O)C(=O)NCCN1CCN(S(=O)(=O)c2ccc(Cl)cc2)CC1
-6,1.1,1,-5,1,2.7,-3,0.6,-8,1,Cc1ccc(N(C(=O)CCC(=O)Nc2cc(C)on2)C(C(=O)NC2CCCC2)c2cccs2)cc1 (stereo not given)
3,1,1,19,1,0.96,-3,0.9,-5,1,O=C(Nc1ccccc1C(=O)N1CCCCCC1)c1ccc(Cl)cc1
-6,1.1,1,0,1,1,2,1,-12,0.9,COc1ccc(OC)c(S(=O)(=O)N(C)CC(=O)N2CCN(c3ccccc3)CC2)c1
5,0.9,0.8,24,1,1,-1,0.9,0,0.8,CCn1c2c(c3cc(OCC(C)C)ccc31)CCCC2=O

# Nothing new here: 3 of the compounds above.
TNAP inh hi DEA,TNAP act hiacc,PMI act hi M6P,APP 5'UTR act,FLuc stim CS,NF-kB neuron act,FLuc inhib CS,bIAP act,TNAP inh noacc,PMI activator,SMILES
0,1,0.9,7,1,1.2,-2,0.7,-8,1,C=CC[n+]1c(-c2ccc(OC)cc2)csc1NNC(=O)Nc1ccccc1
2,1,1,-14,0.9,0.74,8,1,-4,0.9,CCOc1ccc(-c2cc(CCCC(=O)NCCc3ccccc3)no2)cc1
4,1,0.9,-21,1,0.92,-4,1,-3,1,COC(=O)c1ccc(N(C(=O)CNC(=O)c2ccco2)C(C(=O)NC2CCCC2)c2ccco2)cc1 (stereo not given)

# (continued)
TNAP inh hi DEA,TNAP act hiacc,PMI act hi M6P,APP 5'UTR act,FLuc stim CS,NF-kB neuron act,FLuc inhib CS,bIAP act,TNAP inh noacc,PMI activator,SMILES
-4,1,0.9,22,1,0.86,-2,1.4,-12,0.9,O=C(NCc1cccnc1)C(=O)N/N=C/c1ccccc1[N+](=O)[O-]
2,1,0.9,8,1,1.1,0,1,-2,1,O=C(NNc1cccc(Cl)n1)C1CC1
-2,1,1,-2,1.1,0.43,-9,1,8,0.9,COc1ccc(C)cc1-n1nnnc1SCn1nnc2ccccc2c1=O
0,1,1,-2,1,0.75,-1,0.8,-11,1,Cc1ccc([N+](=O)[O-])cc1S(=O)(=O)N(C(=O)c1ccncc1)c1ccc2oc3c(c2c1)CCCC3
3,1,0.9,0,1,0.5,-1,0.9,1,0.8,CCOC(=O)/C=c1\s/c(=C\c2c(OC)ccc3ccccc23)c(=O)n1CC(=O)NCC1CCCO1 (stereo not given)
-9,1.1,1.1,0,1.1,0.84,-6,1,-5,1,CC(NC(=O)CSc1cccc(C(F)(F)F)c1)c1ccccc1 (stereo not given)
2,1,0.9,-9,1,1.7,0,1,-4,0.8,O=C1CC(Nc2ccc(N3CCOCC3)cc2)C(=O)N1c1ccccc1 (stereo not given)
-6,1.1,0.9,-2,1,1,0,1,-11,0.9,CCc1nnc(NC(=O)C2CCC2)s1
-7,1.1,1,14,1,1.1,-4,1.1,-6,1,Cc1ccc(N(CC(=O)NC(C)(C)C)C(=O)CS(=O)CC(=O)Nc2ccc(F)cc2)cc1 (stereo not given)
-4,1,0.9,-4,0.9,1.2,5,0.9,-12,1,Cc1ccc(N=Cc2ccc(N(C)C)cc2)cc1
-1,1,0.9,-3,1,0.91,-4,1,-6,0.9,CCCC(C(=O)NC1CCCC1)N(CCCN1CCOCC1)C(=O)c1snc(C(N)=O)c1N (stereo not given)
2,1,0.9,4,1,1.1,2,1.1,-5,0.9,CC(C)C(C(=O)NC1=NCCS1)c1ccc(Cl)cc1 (stereo not given)
-3,1,1,65,1,1.8,-2,0.9,-12,0.9,COC(=O)c1cccc(NC(=O)C2COc3ccccc3O2)c1 (stereo not given)
-4,1,0.9,15,1,1.1,0,0.8,-10,0.9,COc1ccc(C(NC(C)=O)c2c(O)ccc3ccccc23)cc1OC (stereo not given)
-4,1,0.9,7,1.1,0.96,-8,0.9,-16,0.9,CCN(CC)S(=O)(=O)c1ccc(C(=O)N2CCN=C2SC)cc1
-3,1,0.9,-1,1,1.1,-3,0.9,-12,0.8,O=C1CC(c2ccncc2)c2cc3c(cc2N1)OCO3 (stereo not given)
-4,1,1,0,1.1,1.5,-6,0.9,-9,1,CCOC(=O)CSc1nsc(SCC(=O)OCC)c1C#N
-4,1,0.9,8,1.1,1.1,-8,1.1,10,1.1,CCN1CCN(c2cc(C)c3cc(NC(=S)N4CCOCC4)ccc3n2)CC1
-1,1,1,-16,1,0.61,2,1.1,-10,0.8,COc1ccc(-c2nc(CSCC(=O)N3CCN(c4cccc(C)c4)C(C)C3)c(C)o2)cc1OC (stereo not given)
5,0.9,1,-7,1,1.4,-2,0.8,-5,1,O=C(CSc1ccsc1[N+](=O)[O-])N1CCCCC1
1,1,1.2,-10,1,1.1,-1,1,5,1.2,COc1ccc(-c2cc(C(=O)O)c3c(C)nn(-c4ccccn4)c3n2)cc1
-4,1,0.9,1,1.1,0.72,-6,1,-14,0.8,Cc1ccc(C2CC(c3ccc(NS(C)(=O)=O)cc3)=NN2C(=O)c2ccco2)cc1 (stereo not given)
-3,1,0.7,160*,0.2,6.1*,78*,0.9,-9,0.9,CCCNC(=O)c1noc2c1CCc1cc(OC)ccc1-2
-6,1.1,0.9,-4,1.1,1,-5,1,-4,0.9,CCOC(=O)c1c(C)nc2ccccn12
-1,1,1,4,1.1,0.88,-8,0.9,-10,0.9,CCCCOc1ccc(S(=O)(=O)Nc2ccc(NC(C)=O)cc2)cc1

# The results go on:
TNAP inh hi DEA,TNAP act hiacc,PMI act hi M6P,APP 5'UTR act,FLuc stim CS,NF-kB neuron act,FLuc inhib CS,bIAP act,TNAP inh noacc,PMI activator,SMILES
0,1,0.9,27,0.8,3.5*,21,1,-8,1,Clc1ccc2nc(N3CCN(c4ccccc4)CC3)sc2c1
1,1,0.9,4,1,1.1,-4,1,-6,0.9,COc1cccc(OC)c1C(=O)Nc1ccc(CN2CCCCC2)cc1
-6,1.1,0.9,5,1.1,0.96,-8,1,-13,0.9,CCCCC(=O)N1CC2(C)CN(C(=O)CCCC)CC(C)(C1)C2=O
-3,1,1,25,0.9,1.5,10,0.9,16,1,CCCCOc1ccc(-c2nc(SCC(N)=O)n[nH]2)cc1
-1,1,0.9,24,1,1.1,-4,1.3,-6,1,COc1cc(CNC(C)(C)CO)cc(Br)c1OCc1ccccc1
-2,1,1,-8,1,1.1,-4,1.1,-9,1,Cc1ccc([N+](=O)[O-])cc1NC(=O)c1cccs1
-4,1,0.8,31,1,1.4,2,0.9,0,0.8,COc1ccc(C(=O)NC(=S)NC(C)(C)C)cc1Br
-1,1,0.9,9,1,0.89,1,0.9,-8,0.9,CCOC(=O)C1CCN(C(=O)Cn2cc(C#N)c3ccccc32)CC1
-2,1,1,-1,1,0.98,-2,1,-6,0.9,COc1ccc(-c2nc3c(c4nnc(SC(C)C(=O)Nc5ccc(C)cc5)n24)COC(C)(C)C3)cc1 (stereo not given)
-9,1.1,1.2,x,1,1,-4,1.1,2,1.1,CCC(C)Sc1nnc(Cc2cc(=O)[nH]c(=O)[nH]2)n1-c1ccc(F)cc1 (stereo not given)
-3,1,1,19,1,1.2,-5,1.1,-8,1,Nc1nc(-c2ccccc2Br)cs1
0,1,1,-5,1,1.2,-4,0.8,-11,1,O=C(CNC(=O)c1ccc(Br)cc1)NCC(=O)OCC(=O)c1ccc([N+](=O)[O-])cc1

# Bioassay records as filed in PubChem BioAssay.
